Screening data from PubChem BioAssay.
p47phox inh = p47phox/p22phox peptide binding inhibitors, primary screen, biochemical, uHTS, NADPH oxidase regulatory subunit; Neutrophil cytosol factor 1 (Homo sapiens), P14598; fluorescence polarization, 2 h; inhibition, % at 24.7 µM; 220,000 tested, 0.53% active; AID 1274, 2008;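 active = inhibition above about 30%, limit read from the data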;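 also: 0% = p47phox with labelled peptide and 100% = labelled peptide alone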
Target sequence (P14598 whole entry, looked up): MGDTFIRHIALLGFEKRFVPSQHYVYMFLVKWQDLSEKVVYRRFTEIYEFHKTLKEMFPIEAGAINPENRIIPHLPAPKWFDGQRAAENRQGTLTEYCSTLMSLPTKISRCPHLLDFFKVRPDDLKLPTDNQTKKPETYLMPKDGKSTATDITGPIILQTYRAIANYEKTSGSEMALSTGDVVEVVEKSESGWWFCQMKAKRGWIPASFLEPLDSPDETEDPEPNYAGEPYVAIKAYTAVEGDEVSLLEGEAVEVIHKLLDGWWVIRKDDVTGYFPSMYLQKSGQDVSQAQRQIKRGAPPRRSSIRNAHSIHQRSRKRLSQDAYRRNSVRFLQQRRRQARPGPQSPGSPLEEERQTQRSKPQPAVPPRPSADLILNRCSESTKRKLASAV
BaF3 tox = parental Ba/F3 cell viability inhibition, counter-screen for JAK2V617F inhibitor project, murine pro-B, CellTiter-Glo luminescence; AID 1486, 2009; 220,000 tested, 1.1% active; inhibition, % at 5.6 µM; CellTiter-Glo ATP luminescence;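 active = inhibition above a per-campaign cutoff, the mean inhibition of all tested compounds plus 3 SD, cut at about 27% in these data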;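 also: 0% = DMSO wells and 100% = JAK Inhibitor I control wells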
EP2 antag = human EP2 receptor antagonists, primary screen, TR-FRET cAMP, C6 glioma cells. AID 1422, 2008. C6 glioma cells expressing human EP2; cells stimulated with saturating PGE2. 260,000 tested, 0.52% active. inhibition, % at 25 µM;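 active = percent inhibition above 40 after rounding to a whole number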;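 also: rat C6 glioma host cells with rolipram phosphodiesterase inhibitor present; the protocol text gives 20 µM as final concentration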
Target sequence (P43116 whole entry, looked up): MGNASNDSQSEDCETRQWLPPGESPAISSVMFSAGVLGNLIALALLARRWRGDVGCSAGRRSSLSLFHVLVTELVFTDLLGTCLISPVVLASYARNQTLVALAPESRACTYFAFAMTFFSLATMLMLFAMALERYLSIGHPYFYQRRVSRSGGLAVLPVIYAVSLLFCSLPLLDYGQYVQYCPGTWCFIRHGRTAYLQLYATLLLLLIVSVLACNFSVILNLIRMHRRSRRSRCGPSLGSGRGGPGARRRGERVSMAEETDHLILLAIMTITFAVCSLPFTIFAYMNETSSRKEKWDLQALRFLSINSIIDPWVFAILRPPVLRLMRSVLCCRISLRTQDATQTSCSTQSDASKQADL
Tb hexokinase = Trypanosoma brucei hexokinase 1 inhibitors, primary screen, biochemical, G6PDH-coupled NADH absorbance, MLSCN library; hexokinase 1 [Trypanosoma brucei]; recombinant TbHK1, G6PDH-coupled NADH A340; inhibition, % at 10 µM; 220,000 tested, 0.11% active;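 active = inhibition of 50% or more in the single-dose primary screen; inactive = inhibition below 50%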
PPC-1+TRAIL kill = compounds killing PPC-1 cancer cells with TRAIL present, primary screen, TRAIL potentiator project, ATPLite luminescence, uHTS | AID 1443, 2008 | PPC-1 cells + TRAIL, ATPLite viability luminescence | cell killing (% activity), % at 4 µM | 220,000 tested, 0.41% active;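 active = cell killing above 50% in the first pass at 4 µM, then a duplicate retest at 5 µM averaging 50% or more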;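 also: plate controls were cells with TRAIL plus DMSO for no effect and medium-only wells lacking cells for full effect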
RBBP9 inhibitor = human RBBP9 inhibitors, primary screen, biochemical, fluorescence polarization, FP-Rh probe, HTS. 220,000 tested, 0.2% active. inhibition, % at 7.94 µM. Serine hydrolase RBBP9 (Homo sapiens), O75884. recombinant RBBP9;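 active = inhibition above the campaign mean of all tested compounds plus 3 SD, cut at about 14% in these data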;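 also: plate controls were DMSO wells with RBBP9 for no effect and wells lacking RBBP9 protein for full effect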
Target sequence (O75884 whole entry, looked up): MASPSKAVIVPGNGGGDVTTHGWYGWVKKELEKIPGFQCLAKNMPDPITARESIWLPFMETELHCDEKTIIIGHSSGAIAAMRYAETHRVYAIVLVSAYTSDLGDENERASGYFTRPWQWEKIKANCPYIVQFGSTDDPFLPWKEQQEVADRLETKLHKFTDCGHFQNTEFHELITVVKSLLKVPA
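Test system: recombinant human RBBP9; Timing: 30 min then 45 min, 25 °C; Detection: fluorescence polarization; Control set: RBBP9 with DMSO as uninhibited control, no-protein wells as full inhibition; Compound dosing: one concentration, 7.94 µM nominal, 0.794% DMSO; Probe or stimulus: FP-Rh activity-based probe, 375 nM before mixing.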
p97 inhibitor = inhibitors of human p97 ATPase, primary screen, biochemical | Transitional endoplasmic reticulum ATPase (Homo sapiens), P55072 | recombinant p97 ATPase, Kinase-Glo ATP luminescence, 3 h | inhibition, % at 8 µM | 220,000 tested, 0.42% active; in the data active = inhibition above about 15%;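 also: 0% = DMSO vehicle and 100% = wells lacking enzyme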
Furin inh = human furin inhibitors, primary screen, biochemical, fluorescence intensity; P09958; purified furin, fluorogenic substrate cleavage; inhibition, % at 30 µM; 220,000 tested, 0.061% active; AID 463115, 2010; in the data active = inhibition above about 25%; also: inactives centre near -15
Ba/F3 V617F tox = reduced viability of JAK2V617F-dependent Ba/F3 cells, primary screen, JAK2V617F inhibitor project, cell-based, Ba/F3 EpoR-JAK2V617F, luminescence | inhibition, % at 5.6 µM | 220,000 tested, 1.1% active | ATP luminescence;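 active = inhibition above the campaign mean plus 3 SD over all tested compounds, cut at about 24% in these data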;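 also: cytokine-independent growth of Ba/F3 cells driven by EpoR plus mutant JAK2; 0% = DMSO-treated cells and 100% = JAK inhibitor I control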
Active calls of the source: *; nt = no result given; [ ] = another dose, or the depositor's remark. A portion of the library, so the mix of outcomes need not match the whole.

Start of the listing, in advance (3 entries):
SMILES	p47phox inh	BaF3 tox	EP2 antag	Tb hexokinase	PPC-1+TRAIL kill	RBBP9 inhibitor	p97 inhibitor	Furin inh	Ba/F3 V617F tox
O=C(COC(=O)CCc1nc2ccccc2s1)NC(=O)NCc1ccco1	-9	1	3	1	14	-5	3	-23	-2
COc1ccc(OCC(=O)NN2Cc3ccccc3C2=N)cc1	-7	6	10	-4	-9	-3	6	-11[20 µM]	1
CCNC(=O)CC1C(=O)N(c2ccccc2)C(=O)N1Cc1ccc(OC)cc1 (stereo unspecified)	-8	5	5	3	-8	5	4	-5[20 µM]	-1

All compounds of this part, from the start:
SMILES	p47phox inh	BaF3 tox	EP2 antag	Tb hexokinase	PPC-1+TRAIL kill	RBBP9 inhibitor	p97 inhibitor	Furin inh	Ba/F3 V617F tox
O=C(COC(=O)CCc1nc2ccccc2s1)NC(=O)NCc1ccco1	-9	1	3	1	14	-5	3	-23	-2
COc1ccc(OCC(=O)NN2Cc3ccccc3C2=N)cc1	-7	6	10	-4	-9	-3	6	-11[20 µM]	1
CCNC(=O)CC1C(=O)N(c2ccccc2)C(=O)N1Cc1ccc(OC)cc1 (stereo unspecified)	-8	5	5	3	-8	5	4	-5[20 µM]	-1
Clc1ccc(-c2nc3ccccn3c2CN2CCCCC2)cc1	-4	8	-1	3	-3	-9	0	-19	4
Fc1ccc(Oc2cnc3ccccc3n2)cc1	-6	6	5	-7	24	-4	7	-36	-2
CSCC[C@H](NC(=O)OC(C)(C)C)C(=O)N/N=C/c1c(C)[nH]c(=O)[nH]c1=O	-10	-1	nt	-13	15	0	1	-26[20 µM]	0
CCCCN(C(=O)NC(=O)Nc1c(C)cc(C)cc1C)S(C)(=O)=O	-19	2	8	36	12	-9	4	-8	-1
COc1ccc(/C=N/NC(=O)c2csc(-n3nc(C)cc3C(F)(F)F)n2)cc1	3	-2	5	-33	14	5	4	-2[20 µM]	-5
Cc1cccc2cc(CN(Cc3ccco3)C(=O)NC3CCCCC3)c(=O)[nH]c12	-7	2	7	-10	-12	-10	-1	-10	1
O=C(NCc1ccccn1)C1CCC(CNS(=O)(=O)c2cccc3nsnc23)CC1 (stereo unspecified)	-2	1	10	-10	16	-11	0	-14	2
O=C(CNc1ccc(C(F)(F)F)cc1[N+](=O)[O-])OCC(=O)c1ccccc1	-6	3	14	-11	38	0	-5	-16[20 µM]	-1
COc1cc(OC)c(NC(=O)c2ccc3c(SCC(=O)O)c4c(nc3c2)CCCC4)cc1Cl	-11	-1	4	-1	2	-5	5	-15	2
Cc1ccc(/C=N/NC(=O)c2ccc(C(=O)N/N=C/c3ccc(C)s3)o2)s1	-9	0	15	-49	20	-12	3	-16[20 µM]	-5
CCOC(=O)C1CCN(c2c(NCc3ccc(N(C)C)cc3)c(=O)c2=O)CC1	-12	-2	1	-8	5	8	3	-22	-1
CC(=O)N1CCN(CC(=O)Nc2cc(S(=O)(=O)N3CCOCC3)ccc2C)CC1	7	6	4	-1	23	1	4	-18	1
COC(=O)c1cccc(NC(=S)NCCC2=CCCCC2)c1	-13	8	5	7	18	-14	-6	-17[20 µM]	4
COc1ccc(CCNC(=O)CSc2nnc(CNC(=O)c3ccccc3F)o2)cc1OC	-5	2	7	0	4	0	2	-16[20 µM]	-1
O=C(Nc1ccccc1C(=O)N1CCOCC1)c1ccc(Cl)cc1	6	6	2	1	22	-1	2	-16	0
O=C(NCCc1ccco1)c1nn(Cc2ccccc2)c(=O)c2ccccc12	-21	1	10	1	-5	-5	-5	-17	-1
O=c1c2ccccc2c2c(O)nc(-c3ccccc3)n2n1Cc1ccccc1	-8	0	8	-8	1	-6	3	-16[20 µM]	-3
O=C(NCc1ccc2c(c1)OCO2)Nc1ccc2nsnc2c1	nt	-2	6	-6	5	3	0	-12	-2
Cc1c(Cl)c([N+](=O)[O-])nn1CC(=O)Nc1c(C)n(C)n(-c2ccccc2)c1=O	-2	-1	11	-4	5	-11	0	-7[20 µM]	-3
CCOC(=O)Cn1c(=NC(=O)CN2C(=O)CCC2=O)sc2cc(S(N)(=O)=O)ccc21	-5	3	5	1	4	-6	3	-16	-2
O=C(NCCNS(=O)(=O)c1ccccc1Cl)c1cc(OCC(F)(F)F)ccc1OCC(F)(F)F	-7	7	4	5	5	-4	-10	-12	3
COc1ccc(NC(=O)CSc2ccc(-c3cccs3)nn2)c(OC)c1	-5	4	7	2	18	-9	1	-42	-1
Cc1nn(-c2ccccc2)c2c1C(c1ccc([N+](=O)[O-])cc1)N1C(=N2)C(=O)Nc2ccccc21 (stereo unspecified)	-5	10	9	-8	3	-10	5	-4	2
COc1ccccc1N(C)S(=O)(=O)c1ccc(Cl)c(C(=O)NC2=NCCS2)c1	0	10	5	0	15	4	3	-14	-1
COc1ccc(Cn2c(-c3ccco3)nc3c(c(=O)c4ccccc4n3C)c2=O)cc1	8	0	6	-18	17	-12	3	-12	4
CC(C)c1nnc(SCC(=O)NCCC2=CCCCC2)n1N	3	6	3	-1	1	0	3	-12[20 µM]	1
CCOc1ccc(-c2nnc(SCc3nc4ccccc4[nH]3)n2N)cc1	-14	5	2	0	3	-3	3	-17[20 µM]	-1
COCCNC(=O)NC(=O)COC(=O)Cc1ccc2c(c1)OCCO2	-12	4	3	-4	-2	0	2	11[20 µM]	2
COc1ccc(CC2(CO)CCN(Cc3cnn(C)c3)CC2)cc1	1	7	11	4	3	-7	2	-17	1
CCC1CCCCN1C(=O)CSc1nc(N)c(NC(=O)c2ccco2)c(=O)[nH]1 (stereo unspecified)	-7	5	5	0	-2	2	-2	-15	1
Cc1ccc(OCC(=O)N(c2ccccn2)C2CCCCC2)c(C)c1	-2	5	5	34	-21	-10	-6	3	3
COCCNC(=O)C(=O)NCCN1CCNCC1	0	-1	1	6	7	-9	-6	-7	4
CCOc1cc(-c2nc(-c3ccc(OC)cc3)no2)cc(OCC)c1OCC	-15	6	14	-3	-1	-2	-1	-25	1
CS(=O)(=O)c1ccc2nc(NC(=O)Nc3ccc(Cl)c(Cl)c3)sc2c1	-9	4	9	21	1	-7	9	-21	-2
O=c1c(Oc2ccccc2F)coc2cc(OCc3cnn(-c4ccccc4)c3)ccc12	-34	7	3	0	19	-3	-5	-9	2
Cc1cccc(Nc2nc3c(c(=O)n(C)c(=O)n3C)n2Cc2ccccc2)c1	-1	5	10	2	13	2	3	23[20 µM]	0
Cc1ccc(CNC(=O)C2(C)Oc3ccccc3NC2=O)cc1 (stereo unspecified)	-6	5	9	-3	1[5 µM]	6	2	-12[20 µM]	-1
CCOC(=O)c1ccccc1NC(=O)c1ccc(F)cc1	-5	4	2	-10	9	-4	-4	-14[20 µM]	0
CC(=O)Nc1ccc(NC(=O)COc2ncnc3ccccc23)cc1	16	2	2	1	14	-4	6	-6	1
CC1(C)CC(=O)c2c(Cc3ccccc3)noc2C1	-3	2	10	-2	23	-3	3	-14	-4
O=C(N/N=C\c1ccc(Cl)s1)c1ccc(Cn2cccn2)o1	-5	9	3	-36	-11	-7	2	4	1
O=C(COC(=O)c1ccccn1)Nc1cccc2ccccc12	-1	-4	4	4	13	-5	5	-19	-4
CCOC(=O)N1CCN(C(=O)c2ccccc2Oc2ccccc2)CC1	-5	1	8	0	-1	-4	6	-24	3
CSc1sc(C(=O)NCC2CC2)c(-c2cccs2)c1C#N	-5	0	9	-10	17	-13	-4	-8	2
CCCCNC(=O)c1ccc(CNS(=O)(=O)c2ccc(Br)cc2)cc1	-10	7	7	12	-15	-7	-1	-14	1
CC1Cc2ccccc2N1S(=O)(=O)c1ccc(Cl)nc1 (stereo unspecified)	-24	2	11	-11	-2	10	7	-12	-6
Cc1ccc(CCNC(=O)c2nnn(-c3cccc(C)c3)c2N)cc1	-8	4	5	-2	2	-6	2	-17	0
(continued)
SMILES	p47phox inh	BaF3 tox	EP2 antag	Tb hexokinase	PPC-1+TRAIL kill	RBBP9 inhibitor	p97 inhibitor	Furin inh	Ba/F3 V617F tox
CCOC(=O)c1c(OCCO)nn(-c2ccccc2)c1N	-5	5	7	1	17	-3	3	-32	-3
COc1ccc(C(=O)NC(=S)NNC(=O)CCc2ccccc2)cc1	-12	-2	nt	9	0	-7	3	-15[20 µM]	-3
CCC(=O)NC(=S)Nc1cccc(NC(=O)c2ccccc2Cl)c1	-16	4	14	-1	7	-4	-7	-18[20 µM]	0
O=C(Nc1cccc(-c2cn3ccccc3n2)c1)c1cc2ccccc2oc1=O	43*	6	15	-13	47	0	-2	1[20 µM]	6
C/C(CC(=O)Nc1cccnc1)=N/NC(=O)COc1ccc(Cl)cc1Br	1	3	15	-11	8	-10	5	-18	-3
COCc1cc(=O)[nH]c(/N=C(\N)Nc2c(F)cccc2F)n1	-6	0	11	-4	2	2	6	-20	-5
O=C(CSCc1ccccc1)Nc1cccc(C(=O)Nc2ccccc2C(=O)O)c1	-17	1	5	6	3	2	7	-14[20 µM]	3
CNC(=O)CSc1nnc(-c2ccc(S(=O)(=O)N3CCCC3)cc2)n1-c1cccc(C)c1C	3	7	9	-8	15	-11	-10	-11[20 µM]	3
O=[N+]([O-])c1ccc(N2CCN(c3ccccc3O)CC2)c(Cl)c1	-5	4	5	-3	-3	-7	-3	-1	-2
COc1cccc(N2CCN(C(=O)CCSCc3ccccc3F)CC2)c1	-10	2	5	0	18	-10	-5	-10	2
O=C(NC1CCCC1)C1CCC(=O)N1C1CCCC1 (stereo unspecified)	-10	1	5	-8	15	-2	4	-14	-2
COc1cccc(C(=O)NNC2=C(C(=O)C(F)(F)F)CCC2)c1	-15	1	18	-3	1	-7	2	-6	3
Cc1ccc(C2CC(=O)Nc3sc(C(N)=O)c(N)c32)cc1 (stereo unspecified)	-19	1	11	-23	6	-1	1	-16[20 µM]	-4
Cc1ccc2cc(C#N)c(SCC(=O)N3CCCc4ccccc43)nc2c1	-1	0	9	-6	0	-5	1	-12	-4
COCc1cc(C)nc2sc3c(=O)n(Cc4ccco4)nnc3c12	-9	8	10	-6	8	6	6	-31	-3
O=[N+]([O-])c1ccc(O)c(/C=N/Nc2ccccn2)c1	-9	34*	13	-4	45	-6	-1	-8	68*
CCOc1ccc(NC(=O)C2CCCN(C(=O)NCc3ccccc3)C2)cc1 (stereo unspecified)	-21	4	5	-2	-4	-1	0	-16[20 µM]	2
Cc1ccc(C(=O)Nc2ccc3c(c2)OCO3)o1	1	6	10	-8	28	1	-13	-14[20 µM]	0
CSc1ncccc1C(=O)NC1CCCCCC1	11	5	6	1	22	-2	4	-18	-1
CCc1ccc(S(=O)(=O)NCc2ccc(N3CCN(C)CC3)cc2)cc1	-11	3	13	-5	5	4	6	-10	-6
COc1ccc(CCN2C(=O)CS/C2=N\NC(=O)c2cccs2)cc1OC	-10	2	8	1	20	-4	0	-15	-2
